GPR151 ag = activators of human GPR151 | PathHunter beta-arrestin GPR151 cells, luminescence | activation, % at 11.2 µM | hit rate 1% among 650,000 | AID 1508602; in the data active means activation above about 4.9%;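 further: 0% = median of compound wells and 100% = cells with positive control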
MITF primary = blocks human microphthalmia-associated transcription factor | O75030 | AlphaScreen MITF homodimerization, bead proximity signal | inhibition, % at 2.6 µM | hit rate 0.91% among 650,000; in the data active means inhibition above about 50%;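 further: 0% = vehicle wells with protein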
TEAD-YAP inh = TEAD-YAP interaction inhibition; AID 1259422; inhibition, % at 9.12 µM; hit rate 1.4% among 640,000; HEK-TIYL cells, TEAD-Gal4/YAP UAS-luciferase luminescence; in the data active means inhibition above about 32%;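 further: 0% = median of test compound wells and 100% = reference inhibitor wells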
FBW7 activator = human FBW7 E3 ligase activation, primary screen. Q969H0. AlphaScreen FBW7–phospho-cyclin E peptide binding, activator screen. normalized activity (activation), % at 26.1 µM. hit rate 0.13% among 650,000. AID 1259310; in the data active means normalized activity above about 1.9%;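 further: purified mutant Fbw7 with reduced substrate affinity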
Target sequence (Q969H0 whole entry, looked up): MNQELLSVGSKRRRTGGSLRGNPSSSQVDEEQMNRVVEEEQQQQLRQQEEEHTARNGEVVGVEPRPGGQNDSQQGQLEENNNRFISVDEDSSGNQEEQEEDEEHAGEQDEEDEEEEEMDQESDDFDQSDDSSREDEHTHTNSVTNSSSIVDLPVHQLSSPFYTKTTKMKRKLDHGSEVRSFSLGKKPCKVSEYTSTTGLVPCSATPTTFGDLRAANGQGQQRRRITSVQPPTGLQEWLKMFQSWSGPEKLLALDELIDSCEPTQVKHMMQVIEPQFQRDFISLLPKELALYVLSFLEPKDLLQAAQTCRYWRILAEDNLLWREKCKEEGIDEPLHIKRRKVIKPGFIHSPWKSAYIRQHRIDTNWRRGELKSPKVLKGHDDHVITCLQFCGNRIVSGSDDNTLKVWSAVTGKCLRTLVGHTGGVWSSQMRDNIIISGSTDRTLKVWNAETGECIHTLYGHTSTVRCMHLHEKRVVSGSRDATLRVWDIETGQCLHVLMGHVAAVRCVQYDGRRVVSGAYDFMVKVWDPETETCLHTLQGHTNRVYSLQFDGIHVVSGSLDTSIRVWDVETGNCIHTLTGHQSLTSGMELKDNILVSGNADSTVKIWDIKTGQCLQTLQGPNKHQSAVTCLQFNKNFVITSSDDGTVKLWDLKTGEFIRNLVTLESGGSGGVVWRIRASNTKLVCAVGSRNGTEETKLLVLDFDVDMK
Starred values were filed as active, the others as inactive. The order is random; any-hit rate near 3.4%.

What do the screens show for `CCOc1ccc2nc(C(=O)OC)cc(Nc3cc(OC)cc(OC)c3)c2c1`?
GPR151 ag: -0.1; MITF primary: 5; TEAD-YAP inh: 19; FBW7 activator: 0.0

What do the screens show for `CCC(C)(CC(=O)O)CC(=O)N1CCC2(CC1)OCc1cc(OC)ccc1O2` (stereo not given)?
GPR151 ag: 0.1; MITF primary: 15; TEAD-YAP inh: 9; FBW7 activator: 0.1

How did CCOC(=O)c1c(NC(=O)CSc2nnc(CNC(=O)c3ccccc3C(F)(F)F)n2-c2ccccc2OC)sc2c1CCC2 do in these assays?
GPR151 ag: -1.0; MITF primary: -5; TEAD-YAP inh: 8; FBW7 activator: -0.2

What do the screens show for `CCCCOc1nc2ccccc2nc1C(C#N)C(=O)OCC` (stereo not given)?
GPR151 ag: 5.3*; MITF primary: -13; TEAD-YAP inh: -7; FBW7 activator: -0.2

Results for CC(=O)c1c(C)oc2c1cc(NS(=O)(=O)c1c(C)cc(C)cc1C)c1ccccc12 ?
GPR151 ag: -1.4; MITF primary: 11; TEAD-YAP inh: 9; FBW7 activator: 0.7

Results for COC(=O)Cn1c(Br)nc2c1c(=O)n(C)c(=O)n2C ?
GPR151 ag: 0.7; MITF primary: -1; TEAD-YAP inh: 3; FBW7 activator: -0.1

Results for Nc1cc(=O)nc(SCC(=O)Nc2ccc3ccccc3c2)n1CCc1ccccc1 ?
GPR151 ag: -0.5; MITF primary: 13; TEAD-YAP inh: 24; FBW7 activator: 0.0

What do the screens show for `CC(=O)c1[nH]c(C)c(C(=O)Nc2cccc(C)c2C)c1C`?
GPR151 ag: -0.7; MITF primary: 19; TEAD-YAP inh: 3; FBW7 activator: 0.0

How did O=C(Nc1ccccc1Oc1ccccc1)c1ccc(S(=O)(=O)N2CCc3ccccc3C2)cc1 do in these assays?
GPR151 ag: -0.5; MITF primary: -1; TEAD-YAP inh: 2; FBW7 activator: -0.1

What do the screens show for `CCCCCOc1ccc(NC(=O)C(C)C)cc1`?
GPR151 ag: 14*; MITF primary: -11; TEAD-YAP inh: -68; FBW7 activator: 0.0

What do the screens show for `Cc1cccc(-n2ncc3c(=O)n(CC(=O)Nc4ccc([N+](=O)[O-])cc4)cnc32)c1C`?
GPR151 ag: 0.5; MITF primary: 0; TEAD-YAP inh: 14; FBW7 activator: 0.2

Results for COc1cc(/C=C2/C(=N)N3OC(C)=CC3=NC2=O)ccc1OCCOc1cccc(C)c1 ?
GPR151 ag: -0.8; MITF primary: 5; TEAD-YAP inh: -1; FBW7 activator: -0.1

Results for CC1(C)CC2CC(C)(CN2C(=O)C23CCC(C)(C(=O)C2)C3(C)C)C1 (stereo not given) ?
GPR151 ag: 0.3; MITF primary: -2; TEAD-YAP inh: 2; FBW7 activator: -0.2

What do the screens show for `COc1ccccc1-c1ccc(=O)n(CC(=O)NC(C)(C)C)n1`?
GPR151 ag: -0.8; MITF primary: -12; TEAD-YAP inh: 4; FBW7 activator: -0.1

How did O=C(O)C1C(c2ccccc2)C=CC(c2ccccc2)C1C(=O)N1CCOCC1 (stereo not given) do in these assays?
GPR151 ag: 0.1; MITF primary: -7; TEAD-YAP inh: 10; FBW7 activator: 0.0

How did Cc1nc2c(c(=O)[nH]1)C(c1ccccc1F)C(C#N)=C(N)O2 (stereo not given) do in these assays?
GPR151 ag: 0.0; MITF primary: 1; TEAD-YAP inh: 0; FBW7 activator: -0.3

How did O=C(NCc1ccc(Cl)cc1)C(=O)Nc1ccc(Cl)c(C(F)(F)F)c1 do in these assays?
GPR151 ag: -0.1; MITF primary: 1; TEAD-YAP inh: 0; FBW7 activator: 0.4

What do the screens show for `CCOC(=O)c1ccc(N2CCN(c3ccc(F)cc3)CC2)c(NC(=O)Nc2ccc(CC)cc2)c1`?
GPR151 ag: -0.3; MITF primary: 10; TEAD-YAP inh: 2; FBW7 activator: 0.8

What do the screens show for `Cc1cccn2c(CN(C)C3CCCc4ccccc43)c(C(=O)N3CCOCC3)nc12` (stereo not given)?
GPR151 ag: 1.0; MITF primary: -11; TEAD-YAP inh: 3; FBW7 activator: -0.2

How did COC(=O)c1sc2nc3cc(C)c(C)cc3cc2c1N do in these assays?
GPR151 ag: 1.2; MITF primary: 3; TEAD-YAP inh: -64; FBW7 activator: -0.1

What do the screens show for `COC(=O)c1cc(NC(=O)CC2NC3CCCCC3NC2=O)cc(C(=O)OC)c1` (stereo not given)?
GPR151 ag: -1.7; MITF primary: 6; TEAD-YAP inh: -7; FBW7 activator: -0.3

What do the screens show for `COc1cccc(C(=O)NC(C)c2nnc3n2CCN(Cc2c(F)cccc2F)CC3)c1` (stereo not given)?
GPR151 ag: 0.5; MITF primary: 18; TEAD-YAP inh: 3; FBW7 activator: 0.3

How did Cc1ccc2nc(SCc3ccc([N+](=O)[O-])cc3)nc(C)c2c1 do in these assays?
GPR151 ag: 1.2; MITF primary: 7; TEAD-YAP inh: 4; FBW7 activator: -0.1

How did Cc1ccc(OCCN(C)C(=O)C2CC23CCN(C(C)Cc2cccnc2)CC3)cc1 (stereo not given) do in these assays?
GPR151 ag: 0.9; MITF primary: 12; TEAD-YAP inh: 2; FBW7 activator: -0.1

What do the screens show for `COc1ccc(CN2CCN(c3ncccn3)CC2)cc1C`?
GPR151 ag: -0.7; MITF primary: 36; TEAD-YAP inh: 9; FBW7 activator: -0.1

How did Cc1cc(NC(=O)C2CC(=O)N(c3ccccc3F)C2)ccc1Br (stereo not given) do in these assays?
GPR151 ag: -2.3; MITF primary: 1; TEAD-YAP inh: -5; FBW7 activator: 0.2

Results for O=C(c1cc2nc(-c3ccc(Br)cc3)cc(C(F)(F)F)n2n1)N1CCc2ccccc2C1 ?
GPR151 ag: 1.2; MITF primary: 10; TEAD-YAP inh: -4; FBW7 activator: -0.1

Results for O=C(CN1C(=O)C2C3C=CC(C4CC34)C2C1=O)Nc1ccc(OC(F)(F)F)cc1 (stereo not given) ?
GPR151 ag: -1.0; MITF primary: 5; TEAD-YAP inh: 2; FBW7 activator: 0.1

What do the screens show for `CCOc1ccc(C(=O)CCN2CCCCCC2)cc1`?
GPR151 ag: -1.0; MITF primary: 20; TEAD-YAP inh: 7; FBW7 activator: 0.7

What do the screens show for `COc1ccc(S(=O)(=O)Nc2cccc(SC)c2)cc1[N+](=O)[O-]`?
GPR151 ag: 0.2; MITF primary: 9; TEAD-YAP inh: -5; FBW7 activator: 0.5

A run of entries from further up:
What do the screens show for `CCOc1ccc2nc(C(=O)OC)cc(Nc3cc(OC)cc(OC)c3)c2c1`?
GPR151 ag: -0.1; MITF primary: 5; TEAD-YAP inh: 19; FBW7 activator: 0.0

What do the screens show for `CCC(C)(CC(=O)O)CC(=O)N1CCC2(CC1)OCc1cc(OC)ccc1O2` (stereo not given)?
GPR151 ag: 0.1; MITF primary: 15; TEAD-YAP inh: 9; FBW7 activator: 0.1

How did CCOC(=O)c1c(NC(=O)CSc2nnc(CNC(=O)c3ccccc3C(F)(F)F)n2-c2ccccc2OC)sc2c1CCC2 do in these assays?
GPR151 ag: -1.0; MITF primary: -5; TEAD-YAP inh: 8; FBW7 activator: -0.2

What do the screens show for `CCCCOc1nc2ccccc2nc1C(C#N)C(=O)OCC` (stereo not given)?
GPR151 ag: 5.3*; MITF primary: -13; TEAD-YAP inh: -7; FBW7 activator: -0.2

Results for CC(=O)c1c(C)oc2c1cc(NS(=O)(=O)c1c(C)cc(C)cc1C)c1ccccc12 ?
GPR151 ag: -1.4; MITF primary: 11; TEAD-YAP inh: 9; FBW7 activator: 0.7

Results for COC(=O)Cn1c(Br)nc2c1c(=O)n(C)c(=O)n2C ?
GPR151 ag: 0.7; MITF primary: -1; TEAD-YAP inh: 3; FBW7 activator: -0.1

The results go on:
How did COc1cc(OC)cc(C(=O)NCc2n[nH]c(=S)n2-c2ccc(Br)cc2)c1 do in these assays?
GPR151 ag: 0.0; MITF primary: 4; TEAD-YAP inh: 2; FBW7 activator: 0.0

Results for COc1cccc(NC(=O)CN2C(=O)C3C4C=CC(C4)C3C2=O)c1 (stereo not given) ?
GPR151 ag: -0.6; MITF primary: 14; TEAD-YAP inh: -8; FBW7 activator: -0.1

How did O=C1C(=O)N(c2nccs2)C(c2cccc(Oc3ccccc3)c2)/C1=C(\O)c1ccc(Br)cc1 (stereo not given) do in these assays?
GPR151 ag: -0.2; MITF primary: -6; TEAD-YAP inh: -1; FBW7 activator: -0.1

How did Cn1cnnc1Sc1ccc(Cl)cc1NC(=O)CN1C(=O)C2CC=CCC2C1=O (stereo not given) do in these assays?
GPR151 ag: 0.4; MITF primary: -4; TEAD-YAP inh: -6; FBW7 activator: 0.1

What do the screens show for `O=C1CC(n2nnn(-c3ccccc3Cl)c2=S)C2COC1O2` (stereo not given)?
GPR151 ag: -0.6; MITF primary: -5; TEAD-YAP inh: -3; FBW7 activator: -0.1

Results for O=C1OC(c2cccc(I)c2)=N/C1=C\C=C\c1ccccc1 ?
GPR151 ag: 0.6; MITF primary: -1; TEAD-YAP inh: -8; FBW7 activator: 0.1

Results for CCOC(=O)c1c(C)n(-c2ccc(OCC)cc2)c2ccc(OC)cc12 ?
GPR151 ag: -0.8; MITF primary: 5; TEAD-YAP inh: -11; FBW7 activator: 0.9

Results for CCOC(=O)CN1C(=O)S/C(=C/c2cc(OCC)c(O)c([N+](=O)[O-])c2)C1=O ?
GPR151 ag: 1.3; MITF primary: 8; TEAD-YAP inh: 4; FBW7 activator: 0.7

How did CCCCOc1ccc(C(=O)Nc2ccc(NC(=O)c3cccs3)cc2)cc1 do in these assays?
GPR151 ag: -1.3; MITF primary: 12; TEAD-YAP inh: 12; FBW7 activator: 0.1

What do the screens show for `O=C(Nc1ccc2c(c1)OCO2)c1ccc(-c2ccccc2)nc1NCCc1ccccn1`?
GPR151 ag: -0.4; MITF primary: 1; TEAD-YAP inh: -2; FBW7 activator: 0.4

What do the screens show for `COCCn1c(C)cc(C(=O)CN2CCCCC2)c1C`?
GPR151 ag: 0.1; MITF primary: 33; TEAD-YAP inh: -1; FBW7 activator: -0.1

Results for CCC(C)NC(=O)CSc1nc2c(sc(=S)n2Cc2ccco2)c(=O)n1-c1ccccc1 (stereo not given) ?
GPR151 ag: -2.4; MITF primary: 7; TEAD-YAP inh: -1; FBW7 activator: -0.1

How did Cc1ccc(CN(C)C(=O)Cn2cc(NC(=O)c3ccccn3)cn2)o1 do in these assays?
GPR151 ag: 2.2; MITF primary: 8; TEAD-YAP inh: 8; FBW7 activator: -0.1

What do the screens show for `CCOC(=O)c1c(NC(=O)CSc2nnc(CNC(=O)c3cccs3)n2-c2cccc(C)c2)sc2c1CCC2`?
GPR151 ag: 0.3; MITF primary: 5; TEAD-YAP inh: 2; FBW7 activator: 0.2

What do the screens show for `COc1ccccc1C(=O)Nc1ccc(N2CCCS2(=O)=O)cc1`?
GPR151 ag: -1.8; MITF primary: -7; TEAD-YAP inh: -42; FBW7 activator: 0.0

What do the screens show for `CCn1c2c(c(=O)[nH]c1=O)C(c1ccc(N(C)C)cc1)C1=C(CC(C)(C)CC1=O)N2` (stereo not given)?
GPR151 ag: 0.5; MITF primary: 13; TEAD-YAP inh: 4; FBW7 activator: 0.8

Results for CCNc1ncc(C)c(NCc2ccccc2)n1 ?
GPR151 ag: 1.1; MITF primary: 10; TEAD-YAP inh: -2; FBW7 activator: -0.1

What do the screens show for `COc1ccc(C)cc1S(=O)(=O)N1CCCc2ccccc21`?
GPR151 ag: 0.5; MITF primary: -1; TEAD-YAP inh: 4; FBW7 activator: -0.2

What do the screens show for `Cc1nn(CC(=O)NCC23CC4CC(CC(C4)C2)C3)c(C)c1[N+](=O)[O-]`?
GPR151 ag: 0.4; MITF primary: 2; TEAD-YAP inh: -7; FBW7 activator: -0.1

How did COc1nc(Nc2cc(OC)c(OC)c(OC)c2)nc(-c2ccc(C(=O)N3CCN(C)CC3)cc2)n1 do in these assays?
GPR151 ag: -0.8; MITF primary: 1; TEAD-YAP inh: 0; FBW7 activator: -0.1

What do the screens show for `Cc1cc(C)n(C(=O)c2c(F)c(C)cc(F)c2F)n1`?
GPR151 ag: -0.7; MITF primary: 7; TEAD-YAP inh: -5; FBW7 activator: 0.0

How did O=C(CCl)Nc1ccc(Cl)c(C(F)(F)F)c1 do in these assays?
GPR151 ag: 1.7; MITF primary: -1; TEAD-YAP inh: 39*; FBW7 activator: 0.2

Results for Cc1ccc(-n2c(/C=C/N(C)C)c([N+](=O)[O-])c3ccc(O)c(CN(C)C)c32)cc1 ?
GPR151 ag: -0.4; MITF primary: -3; TEAD-YAP inh: 21; FBW7 activator: 0.0

What do the screens show for `Cc1cccc(NC(=O)c2ccc(S(=O)(=O)N3CCCc4ccccc43)cc2)c1C`?
GPR151 ag: 0.3; MITF primary: -9; TEAD-YAP inh: -3; FBW7 activator: 0.0

What do the screens show for `CC(=O)Nc1ccc(S(=O)(=O)NCc2ccc(C(=O)NC3CCC(C)CC3)cc2)cc1` (stereo not given)?
GPR151 ag: -0.2; MITF primary: -1; TEAD-YAP inh: 10; FBW7 activator: 0.2

What do the screens show for `O=C(NNC1=NC2(CCCC2)Cc2ccccc21)c1cccnc1`?
GPR151 ag: -0.9; MITF primary: 11; TEAD-YAP inh: 8; FBW7 activator: 0.0

Assay outcomes from PubChem.
